# High-throughput results: PubChem BioAssay, Broad Institute
# S100A4 MyoIIA: S100A4-myosin IIA interaction inhibition; S100A4/TAMRA-MyoIIA peptide fluorescence polarization; inhibition, % at 10.7 µM; 0.14% of 360,000 active;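 active = mean inhibition of at least 70% across replicates, with every replicate also reaching that level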
# Target sequence (P26447 whole entry, looked up): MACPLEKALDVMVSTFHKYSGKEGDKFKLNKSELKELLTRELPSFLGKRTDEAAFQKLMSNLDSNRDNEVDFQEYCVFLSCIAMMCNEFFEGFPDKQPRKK
#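 System – human S100A4 monomer protein, biochemical binding assay · Buffer or medium – Calcium-containing HEPES buffer, pH 7.2 · Timing – 5 min between mix addition and reading · Also added – TAMRA-labelled myosin IIA heavy-chain peptide probe, 5 nM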
# EWS-Fli block: blocks EWS/Fli oncoprotein-driven transcription | A673 NR0B1-luciferase reporter, viability-normalised | inhibition, % at 12.6 µM | 0.67% of 350,000 active | AID 651661;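 active = mean inhibition of at least 50% after viability correction, with every replicate also passing that limit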;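 note: firefly luciferase signal divided by Alamar Blue viability fluorescence both relative to DMSO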
# FN deposition inh: fibronectin deposition inhibition; AH1F fibroblasts, Alexa488-fibronectin deposition fluorescence, overnight; inhibition, % at 12.6 µM; 0.086% of 350,000 active; AID 743247;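 active = mean inhibition across replicates of 30% or more, regardless of how many single replicates reach that level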;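 note: positive control wells lacked labelled fibronectin entirely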
#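 Assay system: AH1F fibroblast monolayer, labelled fibronectin deposition. Amount: 10000 cells per well. Also added: labelled fibronectin 24 nM. Compound: single-point pinned compound. Incubation: cell attachment 1 h, compound and FN exposure overnight. Detection: fluorescence after three HBSS washes, excitation 485 nm, emission 525 nm. Read-out: inhibition of fibronectin deposition signal.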
# RAD54 inh: inhibitors of human RAD54 branch migration; RAD54 Holliday junction branch migration, FAM/BHQ fluorescence; inhibition, % at 10.4 µM; 0.14% of 360,000 active; AID 602329;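 active = mean normalized replicate activity at least 40 and at least half of replicates scoring 40 or more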;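 note: 0% = median of neutral control wells and 100% = median of positive control wells; inhibitors cause a drop in the FAM fluorescence signal; in these data hits start at about 50%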
# E-sel inducer: E-selectin induction on HUVECs; HUVEC E-selectin immunofluorescence imaging; normalized: neutral wells 0, TNF-alpha wells 100; activation, % at 7.58 µM; 0.37% of 260,000 active;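 active = mean E-selectin-positive cell signal at least 10% of the positive control, reached in at least 60% of replicates, without over 20% cell loss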;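 note: in these data hits start at about 27%; measured in HUVEC primary endothelial cells; signal is the percent of cells scored E-selectin positive by PE staining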
# Target sequence (P16581 whole entry, looked up): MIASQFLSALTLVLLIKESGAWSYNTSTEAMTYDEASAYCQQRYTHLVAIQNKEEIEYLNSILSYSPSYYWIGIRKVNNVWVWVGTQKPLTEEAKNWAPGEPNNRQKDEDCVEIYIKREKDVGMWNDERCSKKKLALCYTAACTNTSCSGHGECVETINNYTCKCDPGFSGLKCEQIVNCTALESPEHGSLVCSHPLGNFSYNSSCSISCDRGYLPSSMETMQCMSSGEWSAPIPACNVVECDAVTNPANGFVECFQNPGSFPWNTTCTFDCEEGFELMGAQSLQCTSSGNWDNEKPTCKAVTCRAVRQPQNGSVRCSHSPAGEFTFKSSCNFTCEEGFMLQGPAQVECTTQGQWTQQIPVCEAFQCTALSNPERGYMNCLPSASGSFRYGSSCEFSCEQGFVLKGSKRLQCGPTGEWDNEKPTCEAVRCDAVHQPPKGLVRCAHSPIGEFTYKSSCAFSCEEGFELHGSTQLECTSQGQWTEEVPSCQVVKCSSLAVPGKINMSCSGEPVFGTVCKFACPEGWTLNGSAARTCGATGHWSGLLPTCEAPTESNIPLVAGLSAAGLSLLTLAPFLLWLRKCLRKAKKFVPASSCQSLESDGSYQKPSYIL
#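 Test system – human umbilical vein endothelial cells (HUVEC), E-selectin induction · Input – 3,000 HUVEC seeded per well · Buffer or medium – EGM-2, gelatin · Compound dosing – single-point compound dose · Detection – immunofluorescence imaging · Measure – percent E-selectin-positive cells · Controls – TNF-alpha high, DMSO low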
# Xi reactivation: activators of X-chromosome reactivation in mouse fibroblasts. activation, % at 7.58 µM. 0.055% of 360,000 active. XiGFP mouse fibroblasts, % GFP-positive cells imaging, 3 d; cells co-treated with 5-aza-dC sensitizer; scaled so ellipticine positive control = 100%;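 active = mean normalized replicate activation at least 10% and every replicate at or above 10%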;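 note: 0% = median of on-plate neutral control wells and 100% = ellipticine 6 µM median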
#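 Assay system – SV40-immortalized XiGFP fibroblast cells, line 68-5-11 · Buffer or medium – DMEM supplemented with 5-aza-dC as sensitizing agent · Dosing – one concentration, pinned · Benchmarks – positive control ellipticine, 6 µM final · Times – 3 days compound exposure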
# RAD52 anneal inh: RAD52 (human) annealing inhibition. P43351. recombinant RAD52 DNA annealing, FRET fluorescence. inhibition, % at 18.7 µM. 0.46% of 360,000 active;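 active = every replicate showing at least 50% inhibition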
# esBAF inh: blocks esBAF chromatin remodeling in mouse ES cells | Bmi1-luciferase knock-in reporter, 24 h; 100% = twice the neutral-well signal | AID 602393 | reporter increase, % at 12.5 µM | 2% of 350,000 active; in the data active = activation above about 40%;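 note: 0% = median of the plate's neutral control wells and 100% = double that signal; a rise in the Bmi1 reporter signal indicates esBAF inhibition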
# The depositor's hits bear a star; x = no result given; & = joins results of further samples.
# Results follow in this order: RAD54 inh, E-sel inducer, Xi reactivation, EWS-Fli block, RAD52 anneal inh, esBAF inh, FN deposition inh, S100A4 MyoIIA
O=C(Nc1ccc(F)cc1)C1CCCN(S(=O)(=O)c2cccc3nonc23)C1 (stereo unspecified)
→ -17, 2.3, 0.4, 12, -21, -8, 1, -4
CN(C)C(=O)c1cccn1-c1ncc(C(F)(F)F)cc1Cl
→ x, x, 0.3, -6, -12, 3, 3, 3
O=C(Nc1nnc(S(=O)(=O)N2CCOCC2)s1)c1cccc(F)c1
→ -6, 0.0, 0.3, 21, -4, 58*, -1, 2
Cc1ccccc1S(=O)(=O)N1[C@H](C#N)[C@@H](c2ccc(C#CC3CCCC3)cc2)[C@@H]1CO
→ x, -0.1, -0.1, -2, -118, x, -11, 7
Cc1ccc(C(C(=O)NCc2ccc(F)cc2)N(CCCO)C(=O)C2COc3ccccc3O2)o1 (stereo unspecified)
→ -5, x, 0.9, 1, -9, 2, -14, 0
COc1ccc(C(=O)NC2CC2)cc1OC1CCN(Cc2cnn(C)c2)CC1
→ 1, -0.5, 0.1, -3, -7, -2, x, -2
O=C(CNCCO)N1N=C(c2cccs2)CC1c1cccs1 (stereo unspecified)
→ x, x, -0.1, -11, -6, x, x, -4
Cc1occc1C(=O)NNC(=O)c1cccc(F)c1
→ x, x, 0.0, -14, -2, x, -1, -3
C[C@H]1CN([C@@H](C)CO)C(=O)CCCn2nncc2CO[C@H]1CN(C)S(=O)(=O)c1ccc(C#N)cc1
→ -14, 0.0, 0.3&-0.5, 14, 1, 4, 13&5, -2
C/C(=N\NC(=O)c1ccccc1F)c1cccc(NC(=O)c2ccc(C)cc2)c1
→ 5, -0.2, -0.1, -55, -13, 33, x, 0
COc1ccc(NC2CCCN(C(=O)CSc3ccncc3)C2)cc1 (stereo unspecified)
→ -2, -0.3, 0.0, x, -9, -7, 5, -19
O=S(=O)(Cc1ccccc1)C1CCCCC1O (stereo unspecified)
→ x, 0.0, 0.2, -2, -13, x, 3, 1
O=C(Nc1cc(F)ccc1F)N[C@@H]1CC[C@H](CCn2cc(C3CCCC3)nn2)O[C@@H]1CO
→ x, 0.1, 0.0, 6, 21, x, -8, 10
C[C@@H]1CN([C@@H](C)CO)C(=O)c2cc(NS(=O)(=O)c3ccc(F)cc3)ccc2O[C@@H](C)CCCCO[C@H]1CN(C)C(=O)c1ccncc1
→ 0, -0.1, 0.2, -6, -1, 0, 2, 1
O=C(NN=Cc1ccccc1Cl)c1ccc([N+](=O)[O-])cc1
→ -1, 0.4, -0.1, -26, -39, 20, -2, 10
Cc1noc(C)c1S(=O)(=O)Nc1ccc2c(c1)C(=O)N([C@H](C)CO)C[C@H](C)[C@H](CN(C)Cc1ccc(C(=O)O)cc1)O2
→ 1, -1.7, 0.0, -7, 2, -1, x, 8
COCCNC(=O)c1sc(=O)n(Cc2ccc(SC)cc2)c1C
→ -1, x, 0.2, 2, -11, 14, 7, 3
CCCCCn1c(SCC(=O)CC(=O)OCC)nc2cc(C(=O)N3CCC(C(N)=O)CC3)ccc2c1=O
→ x, -1.7, 0.5, -2, -24, x, -3, -4
CN(C)CC(C)(C)CNc1ccc(S(=O)(=O)N2CCCC2)cn1
→ -1, -0.1, 0.4, 6, -13, 1, 7, -7
CCN(c1ccccc1)S(=O)(=O)c1ccc(C(=O)Nc2ncccc2C)cc1
→ -5, x, 0.0, -9, 3, -1, -4, -13
Cc1cccc(-n2c(Cc3cc(=O)[nH]c(=O)[nH]3)nnc2SCC(=O)N2CCc3ccccc32)c1
→ -9, -1.5, 0.1, -6, -3, 6, -1, 0
O=C(CCS(=O)(=O)Cc1ccccc1)Nc1nncs1
→ x, 0.0, 0.0, -13, -10, 4, 3, 0
Cc1ccc(S(=O)(=O)N2CCC(C(=O)OCC(=O)N(CC(C)C)C3CCS(=O)(=O)C3)CC2)cc1C (stereo unspecified)
→ 1, -0.3, -0.1, 8, -14, -6, x, -2
CC(C)Oc1ccc2ccccc2c1CNC[C@H]1O[C@@H](n2cnc(C(N)=O)n2)[C@H](O)[C@@H]1O
→ -1, 0.6, 0.0, 8, -24, -5, 4, -7
Cc1cc(C)n(CC(=O)NC2C(=O)N3C(C(=O)O)=C(CSc4nnc(C)s4)CSC23)n1 (stereo unspecified)
→ x, -0.2, 0.1, 1, -19, x, 4, -11
CCOC(=O)C1C(=O)CC(=O)C(C(=O)OCC)C1c1ccc(O)cc1 (stereo unspecified)
→ -1, -0.2, -0.1, 7, -29, x, -5, 0
CC(C)n1cnnc1SCC(=O)Nc1cccnc1Cl
→ 0, x, 0.2, 2, -14, -1, 0, 19
COc1cccc2cc(C(C)N(CCCN3CCOCC3)C(=S)Nc3ccc(C)c(C)c3)oc12 (stereo unspecified)
→ -12, 0.2, -0.1, -1, 2, x, 4, 4
CC(C)(C)n1cnc2cc(NCc3ccccc3O)ccc21
→ 13, x, 0.0, -32, -17, 21, -4, -1
O=C(O)c1ccc(-n2cc(-c3cc4ccccc4oc3=O)[nH]c2=S)cc1
→ x, 2.5, -0.9, -6, -31, x, -1, 5
C[C@@H]1CN([C@H](C)CO)C(=O)c2cccc(NC(=O)Nc3ccc(F)cc3)c2O[C@@H]1CN(C)S(=O)(=O)c1cn(C)cn1
→ x, 80*, 0.0, -1, x, 8, x, x
O=C(OCc1ccccc1)N1CCC2CC1c1cc(N3CCNCC3)ccc12 (stereo unspecified)
→ 2, 1.1, -0.1, -11, -13, 26, -14, -2
COc1ccccc1S(=O)(=O)N1CC[C@@H]2[C@H]1c1cc(-c3ccccc3)ccc1N[C@@H]2CO
→ -5, -0.8, 0.2, 7, 13, -8, -55, -21
C[C@@H]1CN([C@H](C)CO)C(=O)CCCn2cc(nn2)CO[C@H]1CN(C)C(=O)C1CC1
→ -11&-1, x, -0.1&-0.2, 2&-5, -13&12, -7&-2, -5&-7, -4&-43
C[C@@H]1CN([C@@H](C)CO)C(=O)c2cccc(NC(=O)c3ccncc3)c2O[C@H]1CN(C)Cc1ccc(C(F)(F)F)cc1
→ -14, -0.1, -0.8, -8, 4, 7, 15, 1
COc1ccccc1CNS(=O)(=O)N(C)C
→ x, x, 0.1, 1, 0, x, -6, 3
O=C(C[n+]1ccc(Cc2ccccc2)cc1)Nc1ccccc1
→ x, x, 0.0, 0, -10, x, -4, -3
O=C1CCc2cc(Br)ccc2O1
→ -2, 0.0, 0.1, -2, -2, -6, 10, -5
N#C[C@@H]1N[C@@H](CO)[C@@H]1c1ccc(C2=CCCC2)cc1
→ 7, x, -0.1, 13, -8, 1, 2, -32
C[C@@H]1CN([C@H](C)CO)C(=O)c2cc(NC(=O)CCN3CCOCC3)ccc2O[C@@H]1CN(C)S(=O)(=O)c1cccs1
→ -1, -3.8, -0.8, 12, 5, 0, -2, 5

# Results in FN deposition inh, for some of the entries so far:
SMILES | FN deposition inh
COc1ccccc1S(=O)(=O)N1CC[C@@H]2[C@H]1c1cc(-c3ccccc3)ccc1N[C@@H]2CO | -55
C[C@@H]1CN([C@H](C)CO)C(=O)CCCn2cc(nn2)CO[C@H]1CN(C)C(=O)C1CC1 | -5&-7

# Further entries.
# Results follow in this order: RAD54 inh, E-sel inducer, Xi reactivation, EWS-Fli block, RAD52 anneal inh, esBAF inh, FN deposition inh, S100A4 MyoIIA
CCCCC1(C)NC(=O)N(CC(=O)Nc2ccc(Cl)cc2C)C1=O (stereo unspecified)
→ -5, -0.2, 0.2, 1, -1, x, 10, -1
O=C(Nc1ccc2c(c1)OCO2)C(c1ccccc1)N1CCCCC1 (stereo unspecified)
→ -7, 0.2, 0.0, -7, 11, 1, 3, -4
Cc1cc(Cl)ccc1NC(=O)CN1C(=O)NC2(CCCC2)C1=O
→ 8, 0.3, -0.1, -4, 7, -4, -2, -5
CC(C)NC(=O)Nc1ccc2c(c1)C(=O)N([C@@H](C)CO)C[C@@H](C)[C@@H](CN(C)Cc1ccc(C(=O)O)cc1)OCCCC[C@@H](C)O2
→ 8, -0.2, 0.0, 4, -8, 0, 7, 12
O=C(C[C@@H]1C=C[C@H](NC(=O)Nc2ccc3c(c2)OCO3)[C@@H](CO)O1)NCCCN1CCOCC1
→ 0, -0.1, 0.3, 3, -4, 1, x, -2
Cc1cc(NC(=O)NN2CCOCC2)nn1-c1c(Cl)cccc1Cl
→ x, x, 0.0, -3, -1, -8, -1, 0
O=C(CSc1nnc2c(n1)[nH]c1ccccc12)Nc1ccc(S(=O)(=O)Nc2ncccn2)cc1
→ 6, 4.5, 0.0, -6, -14, 2, -5, -4
O=C(NCC1CCCCC1)c1cc([N+](=O)[O-])ccc1Cl
→ -6, x, 0.0, -3, 5, -2, -13, 1
CCC(=O)Nc1ccc2c(c1)C(=O)N(C)[C@@H]1CC[C@@H](CC(=O)NCc3ccccc3Cl)O[C@H]1CO2
→ -1, -0.1, 0.0, 4, 6, -1, x, 6
O=C(COC(=O)c1cccc([N+](=O)[O-])c1)NCc1ccc2c(c1)OCO2
→ -11, -7.8, 0.2, 1, -15, -9, -5, -18
COc1ccc(OC)c(C2=NOC(C(=O)Nc3cc(C)nn3-c3ccccc3)C2)c1 (stereo unspecified)
→ -1, 0.4, -0.1, -2, -8, -4, 9, -4
C/C(CC(=O)N1CCN(C=O)CC1)=N\NC(=O)c1ccc(Br)cc1
→ -1, x, 0.0, 0, -9, 2, 1, 3
O=C1OCCN1C(=O)[C@H]1[C@H](c2ccccc2)C(c2ccc(F)cc2)=NN1c1ccc(Br)cc1
→ 4, x, 0.2, -1, -13, 4, x, -6
NS(=O)(=O)c1ccc(NC(=O)COc2ccc(S(=O)(=O)N3CCCC3)cc2)cc1
→ 3, -0.1, 0.0, -4, -7, -11, 0, -12
CCOC(=O)c1ccc(CN(Cc2ccc(C)cc2)S(=O)(=O)c2cccc([N+](=O)[O-])c2)cc1
→ x, 6.2, 0.1, -7, -11, x, -3, 8
CN(Cc1ccc(Br)s1)C(=O)CNC(=O)c1ccc2c(c1)OCO2
→ -15, 0.0, -1.1, 1, -15, 4, 3, -12
O=C(c1ccccc1)c1ccc(-c2ccc(O)cc2)cc1
→ 7, 0.4, 0.0, 47, 0, 76*, 15, 6
Cc1cc(NC(=O)c2ccc([N+](=O)[O-])o2)ccc1NC(=O)c1ccco1
→ 5, 1.5, 0.3, -1, -5, x, 10, -8
C[C@H]1CN([C@@H](C)CO)C(=O)CCCn2nncc2CO[C@@H]1CN(C)Cc1cccc(O)c1
→ -10&-6, 0.1, 0.2&0.1, 2&3, -20&4, -5&-6, -1&-12, 11&-3
COCCN(C(=O)COC(=O)/C=C/c1ccc(C(F)(F)F)cc1)c1c(N)n(Cc2ccccc2)c(=O)[nH]c1=O
→ 7, -0.3, -0.1, -8, -10, 1, 3, 7
C=CCN1CCN(C(c2cccc(OC)c2OC)c2nnnn2CCC(C)C)CC1 (stereo unspecified)
→ x, -1.0, 0.1, 1, -7, x, 4, 1
CCn1c(COc2cccc3ccccc23)nnc1SCC(=O)OC1CCCCC1
→ 4, x, x, 3, 7, 0, x, -2
COCCNC(=S)N(CCc1c(C)[nH]c2ccccc12)Cc1ccco1
→ x, 1.5, 0.0, 0, -140, x, 6, -1
CCCc1cc(=O)[nH]c(SCC(=O)c2cc(C)n(-c3c(C)n(C)n(-c4ccccc4)c3=O)c2C)n1
→ 5, 0.3, 0.1, 7, -13, 0, 7, -3
